Screening data: PubChem BioAssay, several laboratories
Dynein cargo inh – dynein cargo transport inhibition | z-score, hits read low | actives 0.47% (n = 220,000) | 3617.4 mouse cells, GR-EGFP nuclear translocation imaging; test concentration mostly 20 µM; stimulated with dexamethasone, 1 µM; stronger effect = lower value;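 active = plate z-score of nuclear minus cytoplasmic receptor signal below a set negative limit, without overly bright fluorescence or cell loss, cut at about -3.5 in these data, passing the limit was not always enough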;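 also: z-score of nuclear minus cytoplasmic ring GR-EGFP intensity difference per well; some compounds called inactive have numbers as strong as hits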
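Buffer or medium: tet-free, stripped-serum medium; Also added: dexamethasone, 1.0 µM final; Technique: high-content fluorescence imaging after fixation; Times: 48 h induction, 1 h compound, 30 min dex at 37 °C; Read-out: per-cell GR-EGFP intensity, nucleus versus surrounding cytoplasmic ring, well-averaged.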
P. falciparum M17LAP – P. falciparum M17LAP inhibitors, primary screen, biochemical, fluorogenic H-Leu-NHMec substrate, 1536-well (AID 1619); recombinant M17LAP, H-Leu-NHMec fluorogenic kinetic assay; higher % means a stronger effect; inhibition, % at 30 µM, or IC50 in µM where a hit was titrated; actives 0.38% (n = 220,000);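 active = compound inhibiting the enzyme by more than half at any dose during confirmatory dose-response retesting; inconclusive = strong single-dose inhibitors picked by rank but not retested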;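 also: plate controls were full reaction with DMSO carrier for no effect and no enzyme background for full effect; strong numbers were not always called active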
KOR beta-arrestin-1 – KOR agonists, beta-arrestin recruitment, primary screen, cell-based, luminescence, uHTS (AID 1777); activation, % at 10 µM; hits with a dose series show EC50 in µM; KOR beta-arrestin recruitment, luminescence; higher % means a stronger effect; actives 0.02% (n = 280,000); in the data active = activation above about 50%, passing the limit was not always enough; also: a part of the inactive calls stands beside numbers as strong as those of hits
KOR beta-arrestin-2 – KOR antagonists, beta-arrestin recruitment, cell-based, luminescence, uHTS (AID 1778) | KOR beta-arrestin recruitment, luminescence, antagonist mode; higher % means a stronger effect | inhibition, % at 10 µM, or IC50 in µM where a hit was titrated | actives 0.091% (n = 290,000); also: strong numbers were not always called active
AID2073 – inhibitors of Mint1-CaV2.2 protein interaction, biochemical, HTRF (AID 2073); HTRF protein-protein interaction, Mint1-CaV2.2; higher % means a stronger effect; one-dose inhibition, % at 20 µM; IC50 in µM for titrated hits; actives 0.19% (n = 290,000); in the data active = inhibition mostly above about 51%, no sharp cut-off; inconclusive = no clear call, values can overlap the other calls; inactive = mostly below about 53%; also: some results filed as inactive read as strong as hits
M1AAP inhibition – malaria alanyl aminopeptidase activity blockers – biochemical, fluorogenic H-Leu-NHMec substrate, 1536-well (AID 1445); recombinant M1AAP, H-Leu-NHMec fluorogenic kinetic assay; higher % means a stronger effect; one-dose inhibition, % at 30 µM; IC50 in µM for titrated hits; actives 0.42% (n = 220,000);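 active = primary inhibition above the hit cutoff, then over 50% inhibition at one or more dose response concentrations, cut at about 23% in these data, passing the limit was not always enough; inconclusive = conflicting primary data, or primary hits not chosen for dose response; inactive = low primary inhibition, or under 50% at every dose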;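 also: plate controls were DMSO full reaction for no effect and no enzyme background for full effect; strong numbers were not always called active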
HEK293 NOD2/NF-kB – NOD2 signaling inhibitors, cell-based, luminescence, uHTS, HEK293 (AID 1566); HEK293 NOD2/NF-kB luciferase reporter, luminescence; higher % means a stronger effect; inhibition, % at 4 µM, or EC50 in µM where a hit was titrated; actives 0.63% (n = 290,000); also: many of its hits are not listed in these tables
GPR55 beta-arrestin – GPR55 agonists via beta-arrestin recruitment, primary screen, imaging, U2OS cells, beta-arrestin-GFP redistribution (AID 1961) | U2OS GPR55 beta-arrestin-GFP redistribution imaging; higher % means a stronger effect | activation, % at 10 µM; hits with a dose series show EC50 in µM | actives 0.048% (n = 290,000);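 active = activation above 40% with more than 50 cells counted in the well; inconclusive = wells holding fewer than 50 cells, flagged as toxic or sparse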;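 also: U2OS osteosarcoma cells stably expressing GPR55 and beta-arrestin-GFP; plate controls were DMSO negative control for no effect and LPI positive control for full effect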
NOD1 inhibition – inhibition of NOD1-driven NF-kB reporter – cell-based, luminescence, uHTS, primary screen (AID 1578). NOD1-driven NF-kB luciferase reporter cells, luminescence; higher % means a stronger effect. actives 1% (n = 290,000). inhibition, % at 4 µM; hits with a dose series show EC50 in µM; in the data active = inhibition mostly above about 36%, no sharp cut-off; inactive = mostly below about 34%;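 also: HEK-293T reporter cells stimulated with the NOD1 agonist gamma-tri-DAP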
Dynein cargo inh cytoplasmic EGFP – second read-out of Dynein cargo inh, no call of its own (marks repeat the call); z-score; measured here: cytoplasmic GR-EGFP intensity; stronger effect = higher value
Dynein cargo inh nuclear GR-EGFP – second read-out of Dynein cargo inh, no call of its own (marks repeat the call); z-score; measured here: nuclear GR-EGFP intensity;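 lower value marks the stronger effect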
Dynein cargo inh cell count – recorded beside Dynein cargo inh, whose call it bears; z-score; measured here: cell count per field
Starred values were filed as active, the others as inactive; ? = inconclusive; . = no result given; [ ] = dose if it differs, or a comment. Rule as the data show it, unless noted: active = inhibition above about 50%; inactive = the rest. The list is partial; count on the stated rates, not on these rows.

SMILES	Dynein cargo inh	Dynein cargo inh cytoplasmic EGFP	Dynein cargo inh nuclear GR-EGFP	Dynein cargo inh cell count	P. falciparum M17LAP	KOR beta-arrestin-1	KOR beta-arrestin-2	AID2073	M1AAP inhibition	HEK293 NOD2/NF-kB	GPR55 beta-arrestin	NOD1 inhibition
O=C(CN1C(=O)NC2(CCc3ccccc32)C1=O)Nc1ccc(N2CCOCC2)cc1 (centres undefined)	-0.76	-0.21	-0.28	0.33	11%	-7.8%	-19%	4%	11%	19%	-0.1%	-24%
CCCC(=O)Nc1nnc(SCC(=O)NCc2cccs2)s1	-0.61	-0.31	-0.95	0.74	-6%	-0.6%	6%	7%	2%	20%	-0.1%	16%
COc1cc(OC)c(C#N)c(S(=O)Cc2ccccc2)c1 (centres undefined)	-0.89	-0.084	-0.14	-0.16	9%	-1.2%	-2%	8%	7%	4%	-0.1%	-18%
O=C(Nc1ccccc1)c1ccc(NCCN2C(=O)CCC2=O)c([N+](=O)[O-])c1	-0.88	0.13	-0.26	-0.33	22%	-2.7%	0%[20 µM]	-1%	8%	16%	0.2%	12%
CC(NC(=O)c1ccco1)C(c1cccs1)N1CCN(c2ccc(F)cc2)CC1 (centres undefined)	-0.23	-0.26	0.38	0.55	15%	-2.1%	30%	11%	-4%	3%	0.2%	23%
COc1cccc2cc(/C(C)=N/Nc3nc(-c4cc(C)ccc4C)cs3)c(=O)oc12	2.7	-0.1	0.42	-1.1	6%	-0.3%	-13%	21%	9%	0%	0.5%	-9%
CCOc1ccc(CNC(=O)c2ccc(NC(=O)C3=CSCCO3)cc2)cc1	.	.	.	.	.	1.2%	1%	?	.	0%	0.1%	-18%
CC(C)NC(=O)NC(=O)COC(=O)c1ccc(F)cc1F	-0.92	-0.22	-0.76	0.19	6%	-3.1%	-11%	6%	15%	9%	0.0%	-6%
CCN(CC)C(=O)CN1C(=O)C2CC=C(Cl)CC2C1=O (centres undefined)	-0.098	-0.22	0.14	0.35	-2%	-1.5%	24%	3%	2%	2%	0.0%	17%
COC(=O)CN(c1cc(OC)ccc1OC)S(=O)(=O)c1ccc(OC)c(OC)c1	0.52	-0.19	0.85	-0.28	-2%	2.1%	11%	?	3%	6%	0.6%	-22%
CN(CCC#N)C(=O)COC(=O)/C=C/c1ccc2c(c1)OCO2	-1.1	-0.35	-0.7	1.2	3%	-5.7%	24%	14%	7%	-51%	0.0%	-9%
O=S(=O)(c1ccc(-c2ccon2)s1)N1CCN(c2ccccn2)CC1	0.48	-0.17	0.2	0.066	-8%	-1.5%	10%	7%	-1%	-31%	-0.2%	0%
CCCCSc1nc2ccc(Nc3nc(N4CCOCC4)nc(N4CCOCC4)n3)cc2s1	-0.72	-0.11	-1	-1.2	3%	1.8%	-5%	2%	-2%	7%	-0.1%	-2%
O=C(/C=C/c1ccccc1)NC1CCS(=O)(=O)C1 (centres undefined)	0.73	-0.2	0.4	0.053	5%	-3.1%	.	1%	2%	2%	0.3%	-20%
O=C(NCCc1ccccc1)N1CCCC(CNS(=O)(=O)Cc2ccccc2)C1 (centres undefined)	-1.4	-0.41	-1.1	1.7	1%	-1.6%	12%	-4%	4%	0%	0.1%	3%
O=C(O)c1ccc([N+](=O)[O-])c(CS(=O)(=O)c2ccccc2)c1	.	.	.	.	.	0.0%	-3%	0%	.	-9%	-0.1%	-6%
O=C(NCc1ccccc1Cl)c1ccc2nnsc2c1	0.3	-0.23	0.098	-0.75	-3%	-3.7%	36%	14%	-1%	4%	0.2%	-11%
CC(C(=O)NCCc1ccccc1)N1c2cccc3cccc(c23)S1(=O)=O (centres undefined)	.	.	.	.	.	-3.0%	30%	4%	.	-10%	-0.1%	-27%
CCCC1CCC(=NNC(=O)OC(C)(C)C)CC1 (centres undefined)	0.15	-0.27	-0.12	0.23	8%	-1.7%	-14%	4%	1%	3%	-0.1%	-13%
CC1(C)CC(NC(=O)c2cccc3ccccc23)CC(C)(C)N1	-0.61	0.34	0.027	-0.32	1%	-9.2%	10%	-2%	-2%	-2%	0.3%	-21%
CNS(=O)(=O)c1cc(OCC(N)=O)c(C)cc1Cl	0.22	-0.2	0.11	1.2	-5%	-2.0%	-10%	-2%	0%	-10%	0.2%	-22%
Cc1cc2c(c(=O)n1Cc1cccnc1)C(c1ccccc1)C(C#N)=C(N)O2 (centres undefined)	0.81	0.048	0.85	-0.19	5%	0.8%	-25%	-2%	5%	14%	0.3%	-4%
CCN(CC)c1ccc2cc(C(=O)Nc3ccccn3)c(=O)oc2c1	3.1	0.88	2.1	-0.28	-13%	-3.5%	23%	22%	-2%	-107%	-0.1%	-24%
COCCCn1c(C(=O)N2CC(C)OC(C)C2)cc2c(=O)n3ccccc3nc21 (centres undefined)	.	.	.	.	.	4.2%	-43%	?	.	-2%	-0.1%	-29%
CC(C)Oc1ccc(CNC(=O)Oc2ccccc2)cc1	.	.	.	.	.	-8.6%	-54%[20 µM]	9%	.	-77%	0.3%	-90%

Single entries from the results shown:
COCCCn1c(C(=O)N2CC(C)OC(C)C2)cc2c(=O)n3ccccc3nc21 (centres undefined) – KOR beta-arrestin-2: -43%
O=C(NCc1ccccc1Cl)c1ccc2nnsc2c1 – Dynein cargo inh nuclear GR-EGFP: 0.098

Continued:
SMILES	Dynein cargo inh	Dynein cargo inh cytoplasmic EGFP	Dynein cargo inh nuclear GR-EGFP	Dynein cargo inh cell count	P. falciparum M17LAP	KOR beta-arrestin-1	KOR beta-arrestin-2	AID2073	M1AAP inhibition	HEK293 NOD2/NF-kB	GPR55 beta-arrestin	NOD1 inhibition
COC(=O)CN(c1ccc(F)cc1)S(=O)(=O)c1ccc2c(c1)OCCO2	-0.25	-0.16	0.054	0.47	4%	6.8%	25%	1%	-1%	-7%	0.8%	10%
CCc1cccc(C)c1NC(=O)CSc1nc2ccccc2n1CC(=O)N(C)C	3.4	0.032	3.1	-2.3	5%	.	.	10%	6%	4%	-0.1%	-11%
CCC1(C)Cc2ccccc2C(=O)N1 (centres undefined)	-0.2	-0.24	-0.14	0.29	-1%	3.7%	-13%	13%	0%	14%	-0.1%	-6%
CCOc1ccccc1NC(=O)c1ccc(NC(=O)c2ccco2)cc1	-0.69	-0.25	-0.04	0.26	10%	0.5%	-29%	19%	15%	11%	0.3%	1%
CSc1nncn1/N=C/c1ccccc1F	0.55	0.85	0.3	-0.13	9%	-5.3%	30%	22%	9%	0%	-0.1%	-13%
COc1ccccc1/C=C/C=N/NC(=O)c1ccco1	0.51	-0.21	0.95	-0.88	3%	-1.0%	-8%	3%	10%	-29%	-0.1%	-2%
O=C(Nc1cccc(C(F)(F)F)c1)N1CCN(C(=O)Nc2cccc(C(F)(F)F)c2)CC1	-0.41	-0.18	0.11	0.35	6%	0.4%	2%	2%	11%	-15%	0.0%	-1%
CC(C)COC(=O)n1c(=O)oc2cc(S(=O)(=O)N3CCCCC3)ccc21	-0.54	-0.25	-0.49	0.18	6%	-3.5%	-15%	0%	6%	-12%	-0.2%	28%
CCCCn1c(-c2cccc(C)c2)nc2cc3[nH]c(=O)c(C(C)C)nc3cc21	.	.	.	.	.	.	-40%[20 µM]	7%	.	26%	0.8%	7%
COc1ccc2c(c1)c1nc3n(c(=O)c1n2CC(=O)Nc1cc(C)[nH]n1)CCS3	0.2	-0.14	-0.0052	-1.1	37%	-0.7%	-27%	18%	1%	-15%	-0.1%	63%*
NC(=O)c1cc(N2C(=O)C3CC=CCC3C2=O)ccc1N1CCCCC1 (centres undefined)	-0.18	-0.35	0.34	0.28	16%	3.5%	-10%	-6%	9%	-1%	-0.2%	-10%
Cn1nc(C(F)(F)F)cc1C(=O)Nc1ccc(-c2ccno2)cc1	.	.	.	.	.	5.8%	-26%	-6%	.	39%	0.0%	15%
CCC1C(=O)N(C)CCc2ccccc21 (centres undefined)	-0.22	-0.29	-0.34	-0.041	8%	-2.1%	-44%	2%	5%	-18%	-0.2%	-41%
Cc1ccc(C(=O)NC2CC3CCCC(C2)N3C(=S)NCc2ccco2)cc1 (centres undefined)	-0.37	-0.28	-0.015	0.18	7%	1.5%	12%	16%	10%	14%	-0.1%	-10%
Cc1cc(Cl)ccc1C(=O)C1CCCN(C(=O)c2cc(C(C)C)no2)C1 (centres undefined)	-0.43	-0.13	0.26	-0.79	.	1.2%	-19%[20 µM]	13%	.	0%	-0.1%	-35%
CCOc1ccc(NC(=O)CN2C(=O)NC(C)(c3ccc(OC(F)F)cc3)C2=O)cc1 (centres undefined)	.	.	.	.	.	-2.7%	-14%	-2%	.	-33%	-0.2%	-13%
CN(C)c1nccc(Nc2ccccc2)c1C#N	-0.45	-0.24	-0.27	0.091	-5%	-3.1%	-18%	-2%	7%	-11%	-0.2%	-5%
CSc1nc(N)nc(SCC(=O)C23CC4CC(CC(C4)C2)C3)c1C#N	0.06	-0.13	-0.016	0.8	0%	-6.8%	-1%	9%	2%	21%	-0.1%	-14%
CC(C)(C)NC(=O)C1CCC(C)(C(=O)O)C1(C)C (centres undefined)	1.6	-0.12	1.4	-0.72	23%	1.0%	17%	11%	1%	12%	-0.1%	2%
COc1cccc(C(=O)N2CCN(C(=O)Cc3ccccc3)CC2)c1	-0.16	-0.16	-0.0045	-0.28	12%	-0.9%	-10%	8%	7%	20%	-0.3%	-12%
Cc1noc(C)c1C(=O)Nc1nc(-c2ccc([N+](=O)[O-])cc2)cs1	.	.	.	.	.	-4.2%	-5%	-3%	.	45%	-0.1%	13%
O=C(COc1cccnc1[N+](=O)[O-])NCc1ccc2c(c1)OCO2	0.42	-0.72	0.13	-0.96	-7%	-0.7%	7%	4%	0%	6%	-0.1%	1%
CC(=O)N(/N=C1\Sc2ccccc2C1=O)c1ccc(C)cc1C	0.38	-0.094	0.34	-1.2	4%	-0.3%	0%	1%	5%	-62%	-0.1%	.
CC(=O)N(/N=C1\Sc2ccccc2C1=O)c1cccc(C)c1	-0.57	-0.14	-0.15	0.27	7%	2.2%	9%	7%	2%	-175%	-0.1%	.
